Bioassay records as filed in PubChem BioAssay.
MC4R antag cAMP = MC4R antagonists of cAMP signaling, primary screen, cell-based, TR-FRET, antagonist arm of biased-ligand search; Melanocortin receptor 4 (Homo sapiens), P32245; MC4R-expressing cells, MTII-stimulated cAMP, LANCE TR-FRET; inhibition, % at 6.5 µM; actives 0.48% (n = 360,000); AID 540295, 2011;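 active = inhibition above its plate's cutoff, the mean of tested wells on that plate plus 3 SD, cut at about 29% in these data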;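 note: 0% = Melanotan II alone and 100% = Melanotan II plus saturating MCL0020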
Target sequence (P32245 whole entry, looked up): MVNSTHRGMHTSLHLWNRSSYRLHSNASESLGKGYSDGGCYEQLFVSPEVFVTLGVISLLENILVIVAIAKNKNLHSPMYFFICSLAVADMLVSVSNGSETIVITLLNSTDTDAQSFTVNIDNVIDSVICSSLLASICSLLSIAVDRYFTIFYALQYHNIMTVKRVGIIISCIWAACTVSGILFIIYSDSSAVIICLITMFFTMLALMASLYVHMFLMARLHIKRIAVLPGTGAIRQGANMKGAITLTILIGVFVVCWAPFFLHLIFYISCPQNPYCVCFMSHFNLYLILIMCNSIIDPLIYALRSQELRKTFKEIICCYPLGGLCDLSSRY
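system = U2OS cells with stable human MC4R expression | also added = Melanotan II challenge after compound preincubation | dosing = one concentration, 6.5 µM nominal | incubation = compound 30 min, challenge 1 h, detection 1 h | measured by = TR-FRET with Eu-cAMP and labeled anti-cAMP, 671 nm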
MC4R barr agon = MC4R agonists recruiting beta-arrestin, primary screen, cell-based, luminescence, agonist arm of biased-ligand search | Melanocortin receptor 4 (Homo sapiens), P32245 | U2OS MC4R beta-arrestin complementation; percent of melanotan II response, DMSO zero | activation, % at 8.9 µM | actives 0.98% (n = 360,000) | AID 540308, 2011;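 active = activation above a per-plate cutoff, the mean activation of sample wells on that plate plus 3 SD, cut at about 8% in these data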
N-glyco inh = increase of ERlucT glycosylation luciferase signal, primary screen, N-linked glycosylation inhibitor project, D54 ERlucT cells, luminescence, set 2; D54 ERlucT glycosylation luciferase reporter, 24 h; percent of 100 nM tunicamycin response; reporter increase, % at 12.5 µM; actives 0.23% (n = 360,000);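 active = mean luciferase reporter signal, scaled so untreated is 0 and the glycosylation-blocking control 100, at or above a set limit in every replicate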;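 note: luciferase carries N-glycosylation sites so blocking glycosylation raises the light; 0% = median of neutral control wells and 100% = median of 100 nM tunicamycin wells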
ABCB6 inh MLPCN = ABCB6 transporter inhibitors, primary screen, K562-ABCB6 cells, flow cytometry, MLPCN library. ATP-binding cassette sub-family B member 6 (Homo sapiens), Q9NP58. K562-ABCB6 porphyrin accumulation, 1 h; stronger effect = lower value. fluorescence ratio to DMSO, % at 10 µM. actives 0.19% (n = 360,000);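 active = fluorescence ratio to DMSO below 75%, the collection mean minus 3 SD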;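 note: signal is porphyrin accumulated inside mitochondria; 100% equals median channel fluorescence of DMSO control wells; lower ratio means ABCB6 inhibition with less porphyrin fluorescence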
HTR2A ag = mouse Htr2a agonists via beta-arrestin recruitment, primary screen, cell-based, luminescence; 5-hydroxytryptamine receptor 2A (Mus musculus), P35363; CHO-K1 mHTR2A beta-arrestin complementation; percent of 30 µM serotonin response; activation, % at 7.6 µM; actives 0.66% (n = 360,000); AID 624169, 2012;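 active = activation above a run cutoff, the mean activation of all tested compounds plus 3 SD, cut at about 14% in these data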;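 note: 0% = plate median of compound wells and 100% = 30 µM serotonin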
NOD2-RIPK2 inh = NOD2-RIPK2 binding disruptors in cells, primary screen, fluorescence, CHO cells, BLA complementation; Receptor-interacting serine/threonine-protein kinase 2 (Homo sapiens), O43353; CCF4 ratio; inhibition, % at 4.98 µM; actives 0.38% (n = 360,000); AID 624267, 2012; in the data active = inhibition above about 21%;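 note: 0% = vehicle only and 100% = reference blocker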
Target sequence (O43353 whole entry, looked up): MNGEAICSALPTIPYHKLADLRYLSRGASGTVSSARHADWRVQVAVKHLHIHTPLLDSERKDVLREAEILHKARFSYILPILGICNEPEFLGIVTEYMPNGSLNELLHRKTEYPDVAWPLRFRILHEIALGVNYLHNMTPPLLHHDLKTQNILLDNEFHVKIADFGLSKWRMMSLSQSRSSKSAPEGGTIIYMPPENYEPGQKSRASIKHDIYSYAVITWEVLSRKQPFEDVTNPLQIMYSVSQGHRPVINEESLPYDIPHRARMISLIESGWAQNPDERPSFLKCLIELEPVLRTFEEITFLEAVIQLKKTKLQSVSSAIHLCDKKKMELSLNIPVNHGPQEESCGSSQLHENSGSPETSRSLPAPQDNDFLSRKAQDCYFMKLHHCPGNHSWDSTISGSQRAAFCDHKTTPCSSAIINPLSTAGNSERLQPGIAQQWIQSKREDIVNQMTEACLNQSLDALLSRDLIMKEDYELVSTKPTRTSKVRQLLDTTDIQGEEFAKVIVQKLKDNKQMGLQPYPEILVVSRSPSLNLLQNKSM
SRC2 inh = inhibition of GAL4-SRC2 driven luciferase reporter, primary screen, SRC2 inhibitor project, cell-based, luminescence; inhibition, % at 9 µM; HEK293 GAL4-SRC2 luciferase reporter; actives 0.17% (n = 370,000);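 active = inhibition above the mean inhibition of all tested compounds plus 3 SD, set per campaign, cut at about 52% in these data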;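 note: 0% = DMSO treated cells and 100% = cells given Gossypol at 36 µM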
H9c2 protect = cardioprotection against H2O2-induced cell death, primary screen, uHTS, H9c2 cells, ATPLite luminescence. AID 588492, 2011. actives 0.63% (n = 360,000). H9c2 cardiomyocytes, H2O2 injury protection, 2 h. protection from H2O2 cell death, % at 20 µM;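 active = compounds giving at least 50% protection of heart cells from peroxide-induced death in the single-dose screen, raw or plate-pattern-corrected value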;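 note: 0% = DMSO wells with peroxide and 100% = DMSO wells without peroxide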
TLR9-MyD88 block = inhibitors of TLR9-MyD88 association in cells, primary screen, cell-based, CHO, BLA complementation, fluorescence | inhibition, % at 4.98 µM | CCF4 FRET ratio | actives 0.21% (n = 340,000) | Toll-like receptor 9 (Homo sapiens) + Myeloid differentiation primary response protein …;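 active = inhibition above the mean over all tested compounds plus 3 SD, cut at about 21% in these data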;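 note: 0% = DMSO only wells and 100% = clavulanate BLA inhibitor control wells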
ABHD5-PLIN5 inh = ABHD5-PLIN5 interaction inhibitors, primary screen, cell lysate, split luciferase complementation, luminescence; inhibition, % at 4 µM; actives 0.78% (n = 360,000); Split G. princeps luciferase complementation, 4 h; AID 602281, 2012; Perilipin-5 (Homo sapiens) + 1-acylglycerol-3-phosphate O-acyltransferase ABHD5 (Homo …;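 active = inhibition above the mean inhibition across every tested compound plus 3 SD, cut at about 22% in these data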;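 note: 0% = DMSO only wells and the 100% control is not disclosed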
* marks the source's active call; other numbers are inactive results; / = no result given. Only part of the results is shown. The share of hits here may be higher or lower than overall.

SMILES	MC4R antag cAMP	MC4R barr agon	N-glyco inh	ABCB6 inh MLPCN	HTR2A ag	NOD2-RIPK2 inh	SRC2 inh	H9c2 protect	TLR9-MyD88 block	ABHD5-PLIN5 inh
Cc1ccc(NC(=O)CSc2nc(=O)n(CCCN3CCOCC3)c3c2CCCC3)cc1F	-4	-0.9	0	100	-3	5	1	1	-17	3
CCOC(=O)c1ccc(NC(=O)COc2ccc(-n3cnnn3)cc2)cc1	-1	1.0	1	93	17*	2	2	-10	-5	-2
CCOc1cc(N2CCOCC2)c(OCC)cc1NC(=O)CSc1nc(N)cc(=O)[nH]1	0	-0.9	3	102	-6	-17	-41	0	-5	-2
COc1cccc(C(O)c2nc(-c3ccncc3)cs2)c1 (stereo not given)	4	-0.8	1	96	0	-3	21	-12	/	-8
Cc1ccc(C(=O)/C=C2\NCC(C)NC2=O)cc1 (stereo not given)	1	0.9	-15	95	1	-11	-9	-24	-5	1
Cc1ccc(CS(=O)(=O)c2ccc(C(=O)N3CCCCC3)cc2[N+](=O)[O-])cc1	12	-0.1	0	105	5	4	31	-4	0	4
Cn1c(CNC(=O)c2ccccc2F)nnc1SCc1ccc(F)cc1	7	-0.3	-2	108	2	3	0	1	11	1
Fc1ccccc1N1CCN(c2nc(-c3cccs3)nc3ccccc23)CC1	-1	0.2	-3	100	-3	-6	-1	0	-10	-3
C[C@@H]1CN([C@H](C)CO)C(=O)CCCn2nncc2CO[C@H]1CN(C)Cc1cccc2c1OCCCO2	9	-0.3	3	95	-3	-8	16	10	-4	-6
CNc1ccccc1NC(=O)CCn1c(=S)oc2ccccc21	3	1.8	-1	102	3	-2	11	1	-10	2
O=S(=O)(NCc1ccccc1)c1ccc(NC(=S)NCc2ccco2)cc1	4	-1.2	-3	99	-6	4	20	-11	3	3
O=C1CN(C(=O)COC(=O)c2cccs2)c2ccccc2N1	2	0.5	0	101	0	0	12	4	7	5
CCc1ccc([C@@H]2C[C@H]3[C@@H](CN2S(=O)(=O)c2ccc(C)cc2)C(=O)C[C@@H](c2ccc(Cl)cc2)N3S(=O)(=O)c2ccccc2C)cc1	6	1.6	-7	93	-2	3	-11	-7	5	-1
CCCCNC(=O)N(O)C1N(CCCC)C(=O)N(CC(=O)OC)C1(C)C (stereo not given)	5	-0.6	0	96	2	-4	-18	0	1	-2
CCN(CC)CCOC(=O)c1cc(Cl)c(N)cc1OC	19	-0.1	-3	98	-3	5	-3	1	-4	6
CCn1cc(CN2CCN(CCC(C)C)C(CCO)C2)c2ccccc21 (stereo not given)	17	-1.4	-1	95	1	-12	-7	9	4	-7
COc1cc(C(=O)NCc2cccc(Cl)c2)ccc1OCC(=O)N1CCOCC1	0	1.1	0	104	-3	-5	-16	5	4	7
COC(=O)C1CCN(C(=O)COc2ccc(Cl)cc2)CC1	3	-4.1	1	98	-4	-10	6	-5	-5	-2
CCN(CC)C1=CC2=CC(=C(C#N)C#N)CCC2CC1 (stereo not given)	0	2.3	3	245	-3	-3	-31	6	2	-12
CC(C)CCn1nnnc1C(c1ccc(N(C)C)cc1)N1CCN(C(=O)c2ccco2)CC1 (stereo not given)	3	-1.6	-2	101	6	2	-1	-5	1	5
COc1cccc(CNc2nc3cc(-c4ccccc4C)sc3c(=O)n2C)c1	1	-0.9	-1	95	-1	1	5	-18	/	1
O=C(Nc1cccc(-c2nc3cc(Cl)ccc3o2)c1)C1CCCO1 (stereo not given)	14	0.8	1	100	0	-13	5	-6	9	-4
OCCN(CCO)CC(O)Cn1c2ccccc2c2ccccc21 (stereo not given)	1	-2.5	-2	103	-3	-13	-18	0	1	17
O=C1NN=C2CCCCCC12 (stereo not given)	3	1.0	1	97	3	-7	-59	1	-4	-2
Cc1cc(NC(=O)c2ccc(Br)o2)ccc1NC(=O)c1ccco1	10	-0.6	-1	96	7	4	-9	-5	-7	-7
CC(NC(=O)/C(C#N)=C1\N=C(NC(=O)c2ccco2)c2ccccc21)c1ccccc1 (stereo not given)	10	-1.9	-1	92	2	-11	-29	9	/	7
N#CC1=C(SCC(N)=O)NC(=O)CC1c1cccc2ccccc12 (stereo not given)	1	0.2	0	92	6	-2	-6	-8	6	0
COC(=O)c1ccc(CSc2nnc(NC(C)C)s2)o1	9	-2.7	3	98	-1	-8	-71	7	-4	5
O=C(COC(=O)c1ccc(F)cc1F)NC1CC1	-3	-2.6	0	102	6	-5	-3	4	7	5
O=C(NCc1ccc(OC(F)(F)F)cc1)c1cc(-c2ccccc2)nn1CC1CC(c2cccnc2)=NO1 (stereo not given)	2	1.4	-3	94	-2	7	-10	4	-10	-17
CC(=O)NNc1ncnc2ccccc12	2	0.8	3	98	1	-16	-16	7	-13	0
O=C(CCCOc1ccccc1)Nc1ccc(Cl)cn1	19	-1.8	0	140	-2	2	-17	0	-1	0
COc1ccccc1NS(=O)(=O)c1c(C(=O)N2CCCC2)c(C)n(C)c1C	6	-2.5	2	110	9	-5	5	-1	2	5
CCCS(=O)(=O)NC(=O)C1(C)CCCN(C(=O)c2cc(OC)ccc2Br)C1 (stereo not given)	-3	-0.7	0	96	-2	-2	/	-2	/	0
COc1ccc(-n2nc(N)c(C(N)=O)n2)cc1	-4	-2.1	5	93	-3	-14	-44	4	/	4
NC(=O)CSc1nnc(-c2ccc(S(=O)(=O)N3CCOCC3)cc2)n1Cc1ccccc1	2	-1.6	-2	100	1	-12	14	6	1	5
Cc1csc(Sc2ccc([N+](=O)[O-])cc2C(=O)OCC(=O)NC(=O)NC(C)(C)C)n1	8	0.8	0	99	6	8	23	34	-2	-12
O=C(COC(=O)/C=C/c1ccccc1)NC(=O)NC1CCCCC1	2	6.3	-1	103	-1	-8	16	-7	2	-6
Cc1cc(NC(=O)CSc2nc(C)c(C)c(=O)[nH]2)no1	20	0.0	4	100	-3	7	-35	-1	-3	3
c1ccc2c(C[C@@H]3CNCCN3CCCCC3CCCCC3)cccc2c1	-8	3.1	0	100	-5	6	-6	0	2	3
Cc1nc(Sc2ccccc2)c(C#N)c(C)c1[N+](=O)[O-]	8	0.7	4	95	3	-9	6	-5	-8	1
Cc1cc(C(F)(F)F)n2nc(-c3cnn(C)c3C(F)(F)F)c(Cl)c2n1	-5	-2.0	0	97	1	0	-12	-2	-7	1
N#CC1=C(N)C(C#N)(C#N)[C@H](c2ccncc2)[C@H]2CN(C(=O)OCc3ccccc3)CC=C12	27	0.8	2	99	-2	-5	13	20	3	6
CCOC(=O)Cn1c(=O)oc2cc(S(=O)(=O)NCCc3ccc(OCC)c(OCC)c3)ccc21	-1	-0.3	2	101	2	-8	4	-6	0	3
CCOc1cc(/C=N/Nc2cc(C)nc3ccc(C)cc23)ccc1O	19	-0.3	4	100	2	0	-9	-1	-8	-2
CC(NC(=O)CNC(=O)OCc1ccccc1)C(=O)N1CC(O)CC1C(=O)OCc1ccccc1 (stereo not given)	9	-0.8	1	102	-7	-1	4	10	-1	3
CC(=O)c1cccc(-n2nnnc2SCC(=O)Nc2cccc(NC(=O)c3ccco3)c2)c1	5	-1.6	-2	95	5	0	3	7	1	-1
CC(C)(C)C(=O)Nc1nnc(CSCc2ccccc2F)s1	-1	-0.1	-7	100	-1	-3	39	1	-2	-5
CCCC(OC(=O)CC1Sc2ccccc2NC1=O)C(=O)NCc1ccco1 (stereo not given)	10	-0.6	0	95	0	-5	-1	6	-5	-2
Cc1ccc(NS(=O)(=O)c2cccc(C(=O)N3CCCCCC3)c2)cc1	12	-3.4	-1	99	2	-3	0	-8	-2	-18
CCOc1ccc([C@@H]2CC=C(C(=O)O)[C@H](c3ccc(Cl)cc3)N2S(=O)(=O)c2ccc(C)cc2)cc1	2	0.4	1	98	-2	5	-8	-2	3	0
CC[C@H](CO)Oc1cc(NCc2cccc(N)c2)c2ncn(C(C)C)c2c1	/	/	/	98	-1	0	-25	/	/	-7
CN1CCN(C2CN(Cc3cn(Cc4ccccc4F)nn3)S(=O)(=O)C2)CC1 (stereo not given)	/	/	2	100	-1	6	25	1	/	6
COc1ccc2cc(Br)ccc2c1CC(=O)NCCCN1CCOCC1	2	-2.1	-2	95	-6	0	11	0	1	1
CC(C)CN1C(=O)C(NC(=O)C2CC2)(C(F)(F)F)C2=C1CC(C)(C)CC2=O (stereo not given)	11	-0.6	6	93	0	2	10	0	9	-1
CCOC(=O)C1CCCN(c2ncnc3c2oc2ccccc23)C1 (stereo not given)	-13	-1.4	2	96	1	-3	-7	-22	-4	-8
O=C(C[C@@H]1C=C[C@H](NS(=O)(=O)c2ccccc2F)[C@@H](CO)O1)NCCCN1CCOCC1	/	/	/	/	-2	-7	0	/	/	0
COc1ccc(OC)c(NC(=O)C2(C)CCN2Cc2ccc(SC)cc2)c1 (stereo not given)	8	1.1	0	96	-3	2	24	-6	/	-4
Cc1ccc(N(CC(=O)NCc2ccc(F)cc2)C(=O)c2csnn2)cc1C	-7	-4.8	-2	97	9	-6	7	3	6	5
Cc1cc(S(=O)(=O)N2CCCC2)ccc1OCC(=O)N1CCC(C(N)=O)CC1	2	-0.3	2	96	0	-12	-35	-1	-2	2

(list continues)
SMILES	MC4R antag cAMP	MC4R barr agon	N-glyco inh	ABCB6 inh MLPCN	HTR2A ag	NOD2-RIPK2 inh	SRC2 inh	H9c2 protect	TLR9-MyD88 block	ABHD5-PLIN5 inh
COc1ccc(CC(=O)Nc2ccc(S(=O)(=O)Nc3nccc(C)n3)cc2)cc1	7	-1.5	-1	96	2	3	-14	-1	4	-4
CCOC(=O)C1(C(F)(F)F)N=C(c2cccnc2)OC(N2CCCCC2)=N1 (stereo not given)	12	-0.8	1	100	2	-4	3	-3	7	0
CC1(C)CC(=O)c2cnc(NC3CC3)nc2C1	-2	-0.3	0	100	0	0	8	1	7	2
O=C(NCCN1CCCCC1)c1ccc(Oc2cc(Cl)cc(Cl)c2)o1	1	-2.2	-3	99	-7	-6	11	2	/	7
CCCCN(C(=O)c1ccc(C)o1)c1c(N)n(CC(C)C)c(=O)[nH]c1=O	2	0.1	0	103	-2	0	11	-3	2	-9
